OXTR potentiator: potentiators of human oxytocin receptor; P30559; CHO-OTR cells, Fluo-8 calcium fluorescence, potentiator mode; 0% = oxytocin EC15, 100% = EC100; activation, % at 3 µM; 0.061% of 320,000 active; AID 2445;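 active = activation above that plate's cutoff, the mean activation of tested compounds plus 3 SD, cut at about 6.6% in these data, passing the limit was not always enough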;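 also: 100% uses oxytocin at 75 nM as the full agonist control; some results filed as inactive read as strong as hits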
Target sequence (P30559 whole entry, looked up): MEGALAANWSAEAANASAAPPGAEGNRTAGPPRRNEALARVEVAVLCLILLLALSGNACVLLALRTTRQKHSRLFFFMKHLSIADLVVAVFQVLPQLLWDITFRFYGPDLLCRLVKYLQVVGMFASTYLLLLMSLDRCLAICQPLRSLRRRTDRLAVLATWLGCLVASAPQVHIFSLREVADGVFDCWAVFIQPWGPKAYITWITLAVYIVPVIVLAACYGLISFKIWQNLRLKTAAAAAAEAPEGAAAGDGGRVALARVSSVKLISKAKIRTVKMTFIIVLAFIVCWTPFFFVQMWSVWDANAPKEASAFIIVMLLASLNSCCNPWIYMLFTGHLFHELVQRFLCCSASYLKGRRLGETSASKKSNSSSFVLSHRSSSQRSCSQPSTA
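assay system = CHO-OTR cells, human receptor | schedule = compound 6 min at room temperature before oxytocin, 100 s read | detection = Fluo-8 intracellular calcium fluorescence, ex 470-495, em 515-575 nm | evaluation = normalized max/min fluorescence ratio, % activation | control set = EC15 oxytocin alone as 0%, 75 nM oxytocin (EC100) as 100%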
MEKK2wt PB1 HTS: raises or lowers MEK5 binding to wildtype human MEKK2 PB1 domain; Q9Y2U5; bead flow cytometry, Alexa488-MEK5 binding to MEKK2 WT; actives lie on both sides; binding response (% of control), % at 10 µM; 1.1% of 290,000 active; AID 1531; in the data active = binding response below about 67% or above about 130%
V1aR counter: activates human V1a receptor in oxytocin agonist counter-screen | CHO-V1R cells, Fluo-8 calcium fluorescence, agonist mode; 0% DMSO, 100% 3 nM vasopressin | P37288 | activation, % at 3 µM | 0.25% of 320,000 active;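 active = activation above the mean activation of all tested compounds plus 3 SD, per screening run, cut at about 20% in these data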;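 also: signal is peak over basal fluorescence ratio across a 100 second FLIPR read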
GalR3 antag: human GalR3 antagonism | O60755 | HEK293 GalR3-CNG cAMP membrane potential fluorescence; galR3 body fused to GalR1 C-terminus | inhibition, % at 3 µM | 0.44% of 360,000 active;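 active = inhibition above the screen-wide average plus 3 SD, cut at about 13% in these data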;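 also: forskolin and galanin both at EC90 stimulate the cells; cAMP rise reported by CNG channel membrane potential dye signal; 0% = forskolin plus galanin with DMSO and 100% = forskolin alone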
Target sequence (O60755 1-299 limits assumed): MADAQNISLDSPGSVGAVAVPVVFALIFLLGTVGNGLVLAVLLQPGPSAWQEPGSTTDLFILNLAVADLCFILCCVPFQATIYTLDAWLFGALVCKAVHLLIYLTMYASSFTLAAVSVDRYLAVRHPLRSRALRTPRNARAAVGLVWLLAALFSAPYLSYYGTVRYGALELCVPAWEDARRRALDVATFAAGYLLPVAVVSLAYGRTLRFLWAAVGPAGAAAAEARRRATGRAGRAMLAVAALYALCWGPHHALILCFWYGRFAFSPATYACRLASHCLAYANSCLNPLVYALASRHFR
NALP1 inh: NALP1 inhibition; AID 2071; S. cerevisiae NALP1/ASC/caspase-1 growth, X-gal OD620, 72 h; 0.61% of 280,000 active; inhibition, % at 10 µM; in the data active = inhibition mostly above about 24%, no sharp cut-off; inactive = mostly below about 32%; also: some compounds called inactive have numbers as strong as hits
MEKK2 mut-MEK5: signal of MEK5 binding to mutant human MEKK2 PB1 domain; bead flow cytometry, Alexa488-MEK5 binding to MEKK2 mutant; 0.35% of 290,000 active; percent response, % at 10 µM; in the data active = percent response above about 24%, passing the limit was not always enough; also: inactives centre near 1; some results filed as inactive read as strong as hits
GPR7 antagonist: antagonists of human GPR7 (neuropeptides B/W receptor 1) | P48145 | GPR7-expressing cells, fluorescence antagonist assay | inhibition, % at 4.4 µM | 1.1% of 290,000 active; in the data active = inhibition above about 16%, passing the limit was not always enough;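 also: cells stimulated with the agonist NPW; 0% = agonist with vehicle and 100% = vehicle without agonist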
Target sequence (P48145 whole entry, looked up): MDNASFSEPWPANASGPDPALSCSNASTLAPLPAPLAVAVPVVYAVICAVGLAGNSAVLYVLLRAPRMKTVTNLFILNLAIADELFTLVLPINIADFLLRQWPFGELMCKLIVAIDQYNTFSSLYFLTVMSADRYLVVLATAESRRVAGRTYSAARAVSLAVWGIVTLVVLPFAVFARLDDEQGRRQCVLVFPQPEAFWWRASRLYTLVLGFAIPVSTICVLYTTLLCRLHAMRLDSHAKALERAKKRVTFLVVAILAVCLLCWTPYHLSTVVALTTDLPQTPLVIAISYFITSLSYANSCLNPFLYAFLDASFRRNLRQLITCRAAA
M18AAP inhibitor: blocks P. falciparum M18 aspartyl aminopeptidase; recombinant PfM18AAP, H-Glu-NHMec fluorogenic cleavage; inhibition, % at 7.35 µM; 1.2% of 290,000 active; AID 1822;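 active = inhibition above the campaign mean inhibition over all tested compounds plus 3 SD, cut at about 28% in these data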;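 also: 0% = plate median of test compound wells and 100% = 2 mM ZnCl2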
OXTR ag: activates the human oxytocin receptor | activation, % at 3 µM | P30559 | CHO-OTR cells, Fluo-8 calcium fluorescence; normalized: DMSO 0%, oxytocin 100% | AID 2435 | 0.32% of 320,000 active;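 active = activation above the mean of all tested compounds plus 3 SD, cutoff set per screening run, cut at about 20% in these data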;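 also: peak over basal fluorescence ratio from a 100 s FLIPR kinetic read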
* = called active by the depositor.

Results for CCCCN1C(=O)c2ccc(C(=O)NCc3ccco3)cc2C1=O ?
OXTR potentiator: 2; MEKK2wt PB1 HTS: 106; V1aR counter: 1.1; GalR3 antag: -1; NALP1 inh: 12; MEKK2 mut-MEK5: 7; GPR7 antagonist: -1; M18AAP inhibitor: -9; OXTR ag: -1.1

How did Cc1ccc(Cl)c(NC(=O)COC(=O)c2nn(C)c(=O)c3ccccc23)c1Cl do in these assays?
OXTR potentiator: 2; V1aR counter: 0.1; GalR3 antag: -7; OXTR ag: 1.6

What do the screens show for `NS(=O)(=O)c1cccc(NC(=O)CSc2nnc(-c3ccccc3)o2)c1`?
OXTR potentiator: -6; V1aR counter: 1.4; GalR3 antag: -6; OXTR ag: 0.2

Results for C=CCNC(=O)C1CCN(c2c([N+](=O)[O-])cc(C(F)(F)F)cc2[N+](=O)[O-])CC1 ?
OXTR potentiator: -3; MEKK2wt PB1 HTS: 103; V1aR counter: 1.2; GalR3 antag: -2; NALP1 inh: 21; MEKK2 mut-MEK5: 12; GPR7 antagonist: 0; M18AAP inhibitor: -7; OXTR ag: 0.2

What do the screens show for `CC(=O)NNC(=S)Nc1cc(S(=O)(=O)N(C)C)ccc1C`?
OXTR potentiator: 1; MEKK2wt PB1 HTS: 88; V1aR counter: 0.5; GalR3 antag: -5; NALP1 inh: 14; MEKK2 mut-MEK5: -3; GPR7 antagonist: -5; M18AAP inhibitor: 14; OXTR ag: -1.2

What do the screens show for `COc1ccc2c(c1)oc1c(SCc3nc4ccccc4[nH]3)nc(C)nc12`?
OXTR potentiator: -7; V1aR counter: 1.1; GalR3 antag: 9; OXTR ag: -0.1

Results for Cc1ccc(NCCc2ccc(C)nc2)cc1 ?
OXTR potentiator: -9; MEKK2wt PB1 HTS: 103; V1aR counter: -0.1; GalR3 antag: -2; NALP1 inh: 6; MEKK2 mut-MEK5: 1; GPR7 antagonist: -3; M18AAP inhibitor: 1; OXTR ag: -0.5

What do the screens show for `Cc1ccc(NC(=O)COc2ccccc2C(N)=O)cc1S(=O)(=O)N1CCCCCC1`?
OXTR potentiator: -11; V1aR counter: 12; GalR3 antag: 2; OXTR ag: 10

Results for CC[C@@]1(C(=O)OC)N[C@H](CN(C)C(=O)C2CCCCC2)[C@@H]2C(=O)N(C)C(=O)[C@@H]21 ?
OXTR potentiator: -1; V1aR counter: 0.6; GalR3 antag: -2; OXTR ag: 0.6

Results for COc1cccc(-c2c(NC(=O)c3ccco3)oc3ccccc3c2=O)c1 ?
OXTR potentiator: 0; MEKK2wt PB1 HTS: 101; V1aR counter: 8.2; GalR3 antag: 1; NALP1 inh: 12; MEKK2 mut-MEK5: 2; GPR7 antagonist: -5; M18AAP inhibitor: -4; OXTR ag: -0.8

Results for Cc1ccc(C(C[N+](=O)[O-])n2nc(C)cc2C)cc1 (configuration not stated) ?
OXTR potentiator: 3; MEKK2wt PB1 HTS: 104; V1aR counter: 0.6; GalR3 antag: -7; NALP1 inh: 11; MEKK2 mut-MEK5: 4; GPR7 antagonist: 1; M18AAP inhibitor: -2; OXTR ag: 1.2

Results for COc1cc(CNCCN2CCOCC2)ccc1OCc1c(Cl)cccc1Cl ?
OXTR potentiator: 1; MEKK2wt PB1 HTS: 112; V1aR counter: 1.9; NALP1 inh: 11; MEKK2 mut-MEK5: 0; GPR7 antagonist: 6; M18AAP inhibitor: 0; OXTR ag: 7.2

What do the screens show for `COc1ccccc1C(=O)NCCC(=O)Nc1ccc(S(=O)(=O)N2CCCC(C)C2)cc1` (configuration not stated)?
OXTR potentiator: -6; V1aR counter: 0.1; GalR3 antag: -4; OXTR ag: -0.9

Results for CCOC(=O)CS(=O)(=O)c1nc(-c2ccc(F)cc2)cc(C(F)(F)F)n1 ?
OXTR potentiator: 5; MEKK2wt PB1 HTS: 104; V1aR counter: 0.1; NALP1 inh: 15; MEKK2 mut-MEK5: 6; GPR7 antagonist: -3; M18AAP inhibitor: -13; OXTR ag: -0.8

How did Cc1ccc(NC(=O)/C(Cl)=C/c2ccccc2)cc1C do in these assays?
OXTR potentiator: -6; MEKK2wt PB1 HTS: 114; V1aR counter: 1.5; GalR3 antag: -5; NALP1 inh: 37*; MEKK2 mut-MEK5: 1; GPR7 antagonist: -4; M18AAP inhibitor: -4; OXTR ag: 0.9

Random excerpt: two records from the list.
What do the screens show for `NS(=O)(=O)c1cccc(NC(=O)CSc2nnc(-c3ccccc3)o2)c1`?
OXTR potentiator: -6; V1aR counter: 1.4; GalR3 antag: -6; OXTR ag: 0.2

Results for Cc1ccc(C(C[N+](=O)[O-])n2nc(C)cc2C)cc1 (configuration not stated) ?
OXTR potentiator: 3; MEKK2wt PB1 HTS: 104; V1aR counter: 0.6; GalR3 antag: -7; NALP1 inh: 11; MEKK2 mut-MEK5: 4; GPR7 antagonist: 1; M18AAP inhibitor: -2; OXTR ag: 1.2

Carrying on.
Results for O=C(O)COc1ccccc1/C=N/NC(=O)CSc1nnc(SCc2cccc3ccccc23)s1 ?
OXTR potentiator: -2; MEKK2wt PB1 HTS: 97; V1aR counter: 1.4; GalR3 antag: 6; MEKK2 mut-MEK5: -4; GPR7 antagonist: 5; M18AAP inhibitor: 3; OXTR ag: 0.3

What do the screens show for `CCOC(=O)C1CCN(CC(=O)Nc2cc(S(=O)(=O)N3CCOCC3)ccc2C)CC1`?
OXTR potentiator: 2; MEKK2wt PB1 HTS: 98; V1aR counter: 0.8; GalR3 antag: 1; NALP1 inh: 9; MEKK2 mut-MEK5: -7; GPR7 antagonist: -11; M18AAP inhibitor: -3; OXTR ag: 2.8

Results for CCOC(=O)c1c(NC(=O)C2CCCO2)sc2c1CCC2 (configuration not stated) ?
OXTR potentiator: -4; MEKK2wt PB1 HTS: 126; V1aR counter: -1.3; GalR3 antag: -10; NALP1 inh: 9; MEKK2 mut-MEK5: 8; GPR7 antagonist: 19; M18AAP inhibitor: 3; OXTR ag: -1.6

Results for Cc1cccc2nc(CSc3nc4[nH]ncc4c(=O)n3-c3cccc(Cl)c3)cc(=O)n12 ?
OXTR potentiator: -12; MEKK2wt PB1 HTS: 99; V1aR counter: 5.9; GalR3 antag: -1; NALP1 inh: 24; MEKK2 mut-MEK5: -1; GPR7 antagonist: -5; M18AAP inhibitor: 13; OXTR ag: 12

Results for Cc1ccc(S(=O)(=O)NCc2ccccc2)cc1C(=O)N(C)Cc1ccc(F)cc1 ?
OXTR potentiator: -11; MEKK2wt PB1 HTS: 107; V1aR counter: 13; GalR3 antag: -1; NALP1 inh: 5; MEKK2 mut-MEK5: 7; GPR7 antagonist: 10; M18AAP inhibitor: -4; OXTR ag: 3.1

Results for O=C(O)C(Nc1nc(C(F)(F)F)nc2ccccc12)c1ccccc1 (configuration not stated) ?
OXTR potentiator: 2; MEKK2wt PB1 HTS: 113; V1aR counter: 0.4; GalR3 antag: -5; NALP1 inh: 1; MEKK2 mut-MEK5: 7; GPR7 antagonist: -21; M18AAP inhibitor: 1; OXTR ag: -0.4

Results for CN(C)c1ccc(CNCC2CCCO2)cc1 (configuration not stated) ?
OXTR potentiator: -2; MEKK2wt PB1 HTS: 112; V1aR counter: 0.2; GalR3 antag: -12; NALP1 inh: 10; MEKK2 mut-MEK5: 10; GPR7 antagonist: -19; M18AAP inhibitor: 2; OXTR ag: 0.1

What do the screens show for `O=C(CCN1C(=O)c2ccccc2C1=O)NCCC1=CCCCC1`?
OXTR potentiator: -8; MEKK2wt PB1 HTS: 97; V1aR counter: -1.1; GalR3 antag: -6; NALP1 inh: -6; MEKK2 mut-MEK5: 6; GPR7 antagonist: -6; M18AAP inhibitor: -8; OXTR ag: -0.3

What do the screens show for `O=C(O)[C@H](CSCc1ccccc1)NS(=O)(=O)c1ccc(F)cc1`?
OXTR potentiator: -10; MEKK2wt PB1 HTS: 95; V1aR counter: 0.9; GalR3 antag: -3; NALP1 inh: 16; MEKK2 mut-MEK5: 1; GPR7 antagonist: 1; M18AAP inhibitor: 0; OXTR ag: 0.1

How did CCCn1c(C)nnc1SCC(=O)NC1CCCCC1 do in these assays?
OXTR potentiator: -1; MEKK2wt PB1 HTS: 102; V1aR counter: 1.4; GalR3 antag: 5; NALP1 inh: 2; MEKK2 mut-MEK5: 4; GPR7 antagonist: -11; M18AAP inhibitor: 1; OXTR ag: 1.3

Results for CC(=O)Nc1ccc(NC(=O)CSc2ncnc3c2cnn3Cc2ccccc2)cc1 ?
OXTR potentiator: -3; MEKK2wt PB1 HTS: 93; V1aR counter: 0.3; GalR3 antag: -1; MEKK2 mut-MEK5: -2; GPR7 antagonist: -15; M18AAP inhibitor: 3; OXTR ag: -0.1

What do the screens show for `O=C(NCCCNC(=O)c1cnccn1)c1cccc(F)c1`?
OXTR potentiator: -2; MEKK2wt PB1 HTS: 102; V1aR counter: 0.6; GalR3 antag: -6; NALP1 inh: 1; MEKK2 mut-MEK5: -1; GPR7 antagonist: -7; M18AAP inhibitor: -1; OXTR ag: 1.0

Results for CC(=O)N1CCN(C(=O)CCc2cc(C(C)(C)C)c(O)c(C(C)(C)C)c2)CC1 ?
OXTR potentiator: 7; MEKK2wt PB1 HTS: 96; V1aR counter: 0.0; GalR3 antag: 2; NALP1 inh: 13; MEKK2 mut-MEK5: -4; GPR7 antagonist: -9; M18AAP inhibitor: -10; OXTR ag: 1.1

Results for COc1ccc(C(C)=O)cc1CSc1nnc(-c2ccncc2)o1 ?
OXTR potentiator: -13; MEKK2wt PB1 HTS: 99; V1aR counter: 4.3; GalR3 antag: -10; NALP1 inh: 15; MEKK2 mut-MEK5: -1; GPR7 antagonist: 5; M18AAP inhibitor: 0; OXTR ag: 1.4

Results for CCCCCCCCCCCCN1C/C(=C\C(=O)OCC)c2cc(C(F)(F)F)ccc2S1(=O)=O ?
OXTR potentiator: 1; MEKK2wt PB1 HTS: 67*; V1aR counter: 0.0; GalR3 antag: -4; NALP1 inh: 21; MEKK2 mut-MEK5: 51*; GPR7 antagonist: -12; M18AAP inhibitor: 5; OXTR ag: 0.6

How did CC(=O)N1c2ccc(S(=O)(=O)N3CCOCC3)cc2CC1C (configuration not stated) do in these assays?
OXTR potentiator: -16; MEKK2wt PB1 HTS: 98; V1aR counter: -0.4; GalR3 antag: -7; NALP1 inh: -5; MEKK2 mut-MEK5: 3; GPR7 antagonist: 2; M18AAP inhibitor: 3; OXTR ag: -1.2

Results for COc1ccccc1NC(=O)COc1ccc(C(=O)OCC(=O)N(C(C)C)C(C)C)cc1OC ?
OXTR potentiator: 2; MEKK2wt PB1 HTS: 88; V1aR counter: -1.4; GalR3 antag: -4; NALP1 inh: 9; MEKK2 mut-MEK5: -3; GPR7 antagonist: 2; M18AAP inhibitor: -7; OXTR ag: -1.4

What do the screens show for `C#CCOc1ccccc1/C=N/NC(=O)c1ccccc1OCc1ccccc1`?
OXTR potentiator: -12; MEKK2wt PB1 HTS: 99; V1aR counter: 1.9; GalR3 antag: -3; NALP1 inh: 8; MEKK2 mut-MEK5: 3; GPR7 antagonist: -15; M18AAP inhibitor: -7; OXTR ag: 0.5

How did Cc1cc([N+](=O)[O-])ccc1NC(=O)CCC(=O)N1CCCCC1 do in these assays?
OXTR potentiator: -3; MEKK2wt PB1 HTS: 104; V1aR counter: -0.2; GalR3 antag: -2; NALP1 inh: 11; MEKK2 mut-MEK5: 6; GPR7 antagonist: -8; M18AAP inhibitor: -6; OXTR ag: -0.7

Bioassay records from PubChem BioAssay.

No enrichment for hits. About 4.1% of those tested had a hit in this group.
